rTrxR1 inhibitor: rat TrxR1 inhibition | recombinant rTrxR1, NADPH fluorescence consumption, selenite substrate | 1% of 390,000 active | Potency, µM (titrated, usually from 114 µM), for the others: at the highest dose activity change, negative = inhibition, hits mostly inhibitors | AID 588453; also: % is scaled to controls: 0 for no effect and ±100 for the full control effect; nearly all actives have a fitted effect of over 65% in size
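Rat TrxR1 (90 nM in the dispensed reagent) was pre-reduced with 400 uM NADPH for 5 min at room temperature, then incubated with compound for 15 min. After 400 uM selenite was added, NADPH fluorescence (Ex 340/Em 450 nm) was followed for 8 min.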
ERG-DNA inh: blocks human ERG Ets domain binding to DNA; 0.028% of 370,000 active; fluorescence polarization, His-ERG Ets domain / labelled DNA; Potency, µM (top dose mostly 76.9 µM), for inactives: at the highest dose FP activity, negative = inhibition, hits mostly inhibitors; P11308; active = well fitted inhibition curve with a large enough effect in the polarisation, with a control signal flat; inconclusive = small, poorly fitted or top-dose-only effect, or effect the other way, or a change in a side signal; inactive = no such curve, though single readings can be large or run the other way; the % refers to the polarisation;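 also: polarization taken with two DNA probes labelled with fluorescein and Texas red; % of control where 0% means no effect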
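His-tagged ERG Ets domain (1 uM in the protein solution; 300mM KCl, 50mM Tris-HCl, 1mM EDTA, 1mM DTT, pH 7.5) received compound, then a probe mix of 5 nM fluorescein-DNA and 100nM Texas-615-DNA. Fluorescence polarization was read for both dyes.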
HP1b chromo inh: blocks HP1-beta chromodomain binding to methylated histone tails; AlphaScreen HP1-beta / biotin-H3K9me3 peptide binding; P83916; 0.56% of 390,000 active; Potency, µM (highest dose often 114 µM), without a hit: at the top dose activity change, negative = inhibition, usual class: inhibitors; AID 540317; also: nearly all actives have a fitted effect of over 70% in size; inactives centre near 23
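AlphaScreen: HP1-beta (50 nM) preformed 30 min with biotin-H3(1-18)K9me3 peptide (50 nM) in PBS pH 7.4, 0.01% Tween-20. Compound added for 30 min at RT, then streptavidin donor/nickel chelate acceptor beads (10 ug/mL) for 30 min.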
Pin1 inh: inhibitors of human Pin1. Pin1 FP peptide displacement, HiFluor488, 10 min. Potency, µM (top dose mostly 115 µM), for inactives: at the top dose activity, negative = inhibition, most hits filed as inhibitors. 0.009% of 390,000 active; active = well fitted inhibition curve with a large enough effect in the polarisation, with a control signal flat, not every such curve was filed as active; inconclusive = small, poorly fitted or top-dose-only effect, or effect the other way, or a change in a side signal; inactive = no such curve, though single readings can be large or run the other way; the % refers to the polarisation; also: % is scaled to controls: 0 for no effect and ±100 for the full control effect
RGS4 inhibitor: human RGS4 inhibition. Potency, µM (highest dose often 114 µM), for inactives: top-dose activity change, negative = inhibition, most hits filed as inhibitors. Transcreener GDP fluorescence polarization, RGS4-accelerated GTP hydrolysis. 0.039% of 390,000 active. P49798; also: % is scaled to controls: 0 for no effect and ±100 for the full control effect; nearly all actives have a fitted effect of over 75% in size; some results filed as inactive show a strong effect at the top dose
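MLSMR compounds (23 nl, pin-transferred) preincubated 10 min at room temperature with a 500nM (2x) first reagent, then RGS4 at 900nM (2x) plus Transcreener GDP mix added; fluorescence polarization (620/688 nm) read before and after 90 min at 30 °C.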
ALOX12 inh: inhibitors of human 12S-lipoxygenase ALOX12; 1.1% of 580,000 active; Potency, µM (doses to about 108 µM), for inactives: at the highest dose activity change, negative = inhibition, most hits filed as inhibitors; AID 1671190; purified 12hLO, xylenol orange hydroperoxide absorbance; also: % is scaled to controls: 0 for no effect and ±100 for the full control effect
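Purified human 12hLO (150 nM final) in 25 mM Hepes, 0.01% Triton X-100, pH 7.0 was preincubated 15 min at room temperature with compound. Then 40 uM arachidonic acid was added, 30 min. Hydroperoxide was read by Fe-XO absorbance ratio 573/405 nm.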
GLS inh: glutaminase GLS (human) inhibition; AID 624170; GLS enzymatic activity, qHTS titration; Potency, µM (titrated, usually from 45.5 µM), inactives show at the top dose activity change, negative = inhibition, hits mostly inhibitors; 0.21% of 410,000 active; O94925; also: % is scaled to controls: 0 for no effect and ±100 for the full control effect
Target sequence (O94925 whole entry, looked up): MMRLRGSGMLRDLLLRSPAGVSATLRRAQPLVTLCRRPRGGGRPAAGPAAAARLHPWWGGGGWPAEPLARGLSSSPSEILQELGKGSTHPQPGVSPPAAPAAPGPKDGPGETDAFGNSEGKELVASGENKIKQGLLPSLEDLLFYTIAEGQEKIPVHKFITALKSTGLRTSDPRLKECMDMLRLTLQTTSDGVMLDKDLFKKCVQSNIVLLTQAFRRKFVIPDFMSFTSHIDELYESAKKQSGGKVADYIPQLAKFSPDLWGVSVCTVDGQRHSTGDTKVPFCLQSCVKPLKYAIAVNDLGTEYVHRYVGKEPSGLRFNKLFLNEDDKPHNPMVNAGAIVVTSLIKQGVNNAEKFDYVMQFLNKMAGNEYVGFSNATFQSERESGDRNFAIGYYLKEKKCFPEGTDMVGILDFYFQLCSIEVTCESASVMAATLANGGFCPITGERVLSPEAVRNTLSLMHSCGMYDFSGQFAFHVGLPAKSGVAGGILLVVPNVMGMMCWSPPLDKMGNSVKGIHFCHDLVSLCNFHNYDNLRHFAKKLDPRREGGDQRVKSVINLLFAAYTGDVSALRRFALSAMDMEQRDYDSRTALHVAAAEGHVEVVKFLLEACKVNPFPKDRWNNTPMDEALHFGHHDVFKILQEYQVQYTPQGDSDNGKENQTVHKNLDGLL
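hKGA in 45 mM KH2PO4 (pH 8.2), 0.02% Tween-20 with compound, then 1mM L-Glutamine (stock as added) plus glutamate oxidase/HRP/Amplex red coupling mix. Fluorescence read initially and after 30 min at RT; signal change reflects glutamate formation.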
JMJD2A Tudor inh: JMJD2A Tudor domain (human) inhibition; O75164; AlphaScreen JMJD2A-Tudor / H3K4me3 peptide binding; 4.4% of 390,000 active; Potency, µM (series often up to 114 µM), without a hit: at the highest dose activity change, negative = inhibition, actives largely listed as inhibitors; also: % is scaled to controls: 0 for no effect and ±100 for the full control effect; nearly all actives have a fitted effect of over 50% in size
Tb PGK inh: inhibitors of T. brucei phosphoglycerate kinase; P07378; 0.043% of 380,000 active; Potency, µM (top dose mostly 57.5 µM), for the others: at the top dose activity change, negative = inhibition, actives largely listed as inhibitors; PGK/GAPDH coupled, Kinase-Glo luminescence, 60 min; also: % is scaled to controls: 0 for no effect and ±100 for the full control effect; nearly all actives have a fitted effect of over 60% in size
Target sequence (P07378 whole entry, looked up): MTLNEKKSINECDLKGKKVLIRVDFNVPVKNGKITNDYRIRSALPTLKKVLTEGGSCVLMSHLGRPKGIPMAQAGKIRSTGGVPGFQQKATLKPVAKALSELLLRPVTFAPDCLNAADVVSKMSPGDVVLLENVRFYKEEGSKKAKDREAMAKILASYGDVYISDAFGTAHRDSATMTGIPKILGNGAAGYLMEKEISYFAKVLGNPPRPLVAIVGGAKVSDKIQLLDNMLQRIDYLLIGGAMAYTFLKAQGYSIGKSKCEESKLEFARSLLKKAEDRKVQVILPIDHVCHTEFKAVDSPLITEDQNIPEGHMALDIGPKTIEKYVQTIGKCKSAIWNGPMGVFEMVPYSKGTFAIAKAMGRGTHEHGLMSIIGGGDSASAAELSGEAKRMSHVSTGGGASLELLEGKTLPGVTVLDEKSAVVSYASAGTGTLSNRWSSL
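Luminescent ATP detection (Kinase-Glo Plus) follows a 60-minute room-temperature incubation, with wells lacking PGK as controls. Buffer: 100 mM TEA (pH 7.6), 5 mM MgCl2, 0.01% Tween-20. Coupling enzyme GAPDH (100 nM final) supplies unstable 1,3-BPG in-well.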
Starred values were filed as active, the others as inactive; i = inactive; ? = inconclusive; / = no result given; [ ] = remark or other dose. Unless noted, calls follow the shape of the dose curve; as a rule, active = well fitted curve in the direction sought with a large enough effect; inconclusive = small, poorly fitted or top-dose-only effect, or another doubt; inactive = no such curve, though single readings can be large; an effect the other way counts as inactive or inconclusive. Potency is read from the fitted curve at half-maximal effect. An excerpt; rates above refer to the full screens.

Start of the listing, in advance (two entries):
The line under a structure holds: rTrxR1 inhibitor	GLS inh	Tb PGK inh	HP1b chromo inh	JMJD2A Tudor inh	ERG-DNA inh	Pin1 inh	RGS4 inhibitor	ALOX12 inh
Cc1cccc(N2CCN(C(=O)c3ccc(Cl)c(S(=O)(=O)N4CCc5ccccc5C4)c3)CC2)c1C
  14%[57.1 µM]	-5%	6%	25%	-5%	9%	0%	-23%	-14%
CN1CCN(S(=O)(=O)c2cccc(C(=O)NCc3ccc(Cl)cc3)c2)CC1
  9%	8%	-7%	35%	-6%	5%	3%	-13%	1%

The list itself (from the top)
The line under a structure holds: rTrxR1 inhibitor	GLS inh	Tb PGK inh	HP1b chromo inh	JMJD2A Tudor inh	ERG-DNA inh	Pin1 inh	RGS4 inhibitor	ALOX12 inh
Cc1cccc(N2CCN(C(=O)c3ccc(Cl)c(S(=O)(=O)N4CCc5ccccc5C4)c3)CC2)c1C
  14%[57.1 µM]	-5%	6%	25%	-5%	9%	0%	-23%	-14%
CN1CCN(S(=O)(=O)c2cccc(C(=O)NCc3ccc(Cl)cc3)c2)CC1
  9%	8%	-7%	35%	-6%	5%	3%	-13%	1%
COc1ccc2cc(C(=O)C3CCCN(C(=O)c4cccnc4)C3)ccc2c1 (stereo unspecified)
  12%	2%	3%	31%	-11%	1%	-3%	8%	-1%
Nc1cccc(S(=O)(=O)Nc2ccc(Br)cc2)c1
  18%	-7%	4%	54%[activator]	-18%	0%	-5%	-5%[56.9 µM]	-16%
Fc1ccc2nncc(SCc3ccccc3Cl)c2c1
  6%	-4%	-1%	52%	-21%	-7%	6%	-15%	-7%
Cc1ccc(-n2c(SCC(=O)N3CCOCC3)nc(O)c(Cc3ccccc3)c2=O)cc1
  25%	11%	-5%	20%	-7%	-9%	3%	53%	i
O=C(NCc1ccc2c(c1)CCO2)Nc1ccccc1
  32%[11.4 µM]	3%	-8%	38%	-7%	2%	-4%	-5%	0%
COC(=O)c1c(Oc2ccc(OC)cc2)nnc(-c2ccccc2)c1-c1ccccc1
  18%	-19%	4%	22%	-15%	8%	12%	31%	?
Cc1ccc(-c2nc3cccnc3o2)cc1NC(=O)COc1ccc(C(C)(C)C)cc1
  17%[57.1 µM]	-1%	-3%	3%	-28%	-10%	2%	-26%	2%
COc1cc2c(c(OC)c1OC)C(=O)C(=Cc1ccccc1)O2
  7%[57.1 µM]	-8%	i	61%[activator]	5%	2%	1%	0%	-7%
O=C(NC(Cc1ccccc1)C(=O)O)/C(=C\c1ccc([N+](=O)[O-])cc1)NC(=O)c1ccco1 (stereo unspecified)
  -6%	0%	-2%	6%	-10%	-23%	11%	12%	-3%
O=C1c2cccc3cccc(c23)C(=O)N1c1nncs1
  -10%	2%	-3%	13%	-16%	-1%	0%	28%	37%[activator]
Cc1ccc(NC(=S)NC2CC3CCCC(C2)N3Cc2ccco2)cc1 (stereo unspecified)
  8%[57.1 µM]	1%	-7%	3%	-30%	-5%	-5%	0%	-18%
COc1ccccc1-c1cc(C(=O)Nc2cc(C)n(Cc3ccc(Cl)cc3)n2)no1
  -10%	0%	-7%	24%	-1%	-13%	7%	-25%	16%
O=C(O/N=C1/CCCc2occc21)c1ccccc1
  11%[57.1 µM]	6%	-19%	14%	-7%	-9%	2%	-18%	143%[activator]
O=C(c1ccc(Cl)nc1)N1CCN(S(=O)(=O)c2ccc(Cl)cc2)CC1
  19%[57.1 µM]	0%	-8%	15%	-9%	2%	-6%	-18%	-4%
Cc1ccc(C(=O)NC(=S)NNC(=O)CC#N)cc1
  -4%[57.1 µM]	0%	-9%	11%	?	-1%	1%	-20%	-27%
COC(=O)C1=C(C)NC(=O)CC1c1ccccc1F (stereo unspecified)
  -1%	1%	-4%	-1%	-6%	/	0%	2%	1%
CN(C)/C=C1\Oc2ccc3ccccc3c2C1=O
  2%[57.1 µM]	-7%	-1%	53%[activator]	4%[11.4 µM]	28%	16%	-8%	5µM*
COC(C(=O)NNC(=O)CCc1ccccc1)c1ccccc1 (stereo unspecified)
  13%	-2%	-11%	48%[activator]	-2%	12%	3%	-4%	-12%

New compounds follow
The line under a structure holds: rTrxR1 inhibitor	GLS inh	Tb PGK inh	HP1b chromo inh	JMJD2A Tudor inh	ERG-DNA inh	Pin1 inh	RGS4 inhibitor	ALOX12 inh
NC(=O)c1ccc(NC(=O)COC(=O)c2cc3ccccc3cc2O)cc1
  8%[57.1 µM]	4%	3%	13%[57 µM]	-5%	14%	36%[activator]	2%	-26%
COc1ccc(CNc2cccc3[nH]c(C(F)(F)F)nc23)cc1OC
  ?	27%	9%	-26%	?	6%	8%	-27%	?
Cc1ccc(-c2cc(C(=O)Nc3cccnc3)c3ccccc3n2)o1
  8.9µM*	45%[activator]	-8%	?	22µM*	/	?	?	10µM*
CCCN1CCN(C(=O)c2cc3c(s2)-c2ccccc2OC3)CC1
  26%	-2%	-3%	45%[activator]	-4%	12%	4%	8%	27%
CCN1CCN(c2c(Cl)cccc2NC(=O)c2ccc3nsnc3c2)CC1
  22%[57.1 µM]	-6%	2%	2%	-24%	14%	1%	7%	0%
O=CN1CCN(c2ncnc3c2nnn3Cc2c(F)cccc2Cl)CC1
  18%[57.1 µM]	-2%	i	-1%	-12%[11.4 µM]	16%	-3%	-9%	20%
Cc1cccc(NC(=O)COC(=O)c2cccc3c2C(=O)c2ccccc2C3=O)c1C
  4%	4%	7%	?	?	8%	7%	4%	-11%
Cc1ccsc1/C=N/NC(=O)CNC(=O)c1ccco1
  11%	10%	-9%	29%	-14%	-14%	-3%	-22%	-8%
CCNC(=S)N1CCc2cc(OC)c(OC)cc2C1COc1ccc(F)cc1 (stereo unspecified)
  27%[57.1 µM]	-16%	5%	14%	-26%	10%	2%	-22%	-25%
CC(=O)N1CCc2cc(S(=O)(=O)NC(C(=O)Nc3nc(C)cs3)C(C)C)ccc21 (stereo unspecified)
  4%[57.1 µM]	-6%	0%	18%	2%	1%	-1%	13%	1%
Clc1cc(Cl)cc(C2=NC(Cc3ccccc3)CO2)c1 (stereo unspecified)
  17%	-2%	3%	168%[activator]	140%[activator]	-1%	-4%	9%	5%
CC(C)NC(=O)Cn1cnc2c(cnn2-c2ccc(F)cc2)c1=O
  9%	4%	-3%	23%	7%	?	-2%	27%	-12%
COc1ccc(NC(=O)CN(C)C(=O)c2ccc(N3CCCCCC3)c([N+](=O)[O-])c2)cc1
  -8%	6%	2%	-24%	?	-8%	0%	13%	-18%
Cc1c(NC(=O)Cc2cccs2)cccc1[N+](=O)[O-]
  10%[57.1 µM]	-1%	-1%	31%	-11%[57.1 µM]	-3%	10%	-25%	?
CC(C)c1ccc(NC(=S)N2CCN(Cc3ccccc3)CC2)cc1
  -3%	-1%	i	25%	-27%	13%	?	-21%	-5%
Cc1ncc(CN=Cc2ccc(Cl)cc2)c(N)n1
  5%[57.1 µM]	0%	i	16%	-21%	7%	-7%	-10%	3%
CCCc1cc(=S)n2c([nH]c3ccccc32)c1C#N
  ?	?	7%	?	25µM*	11%	-2%	?	?
OC(CSc1ccccc1)CN1CCN(c2cccc(Cl)c2)CC1 (stereo unspecified)
  10%[2.29 µM]	4%	-7%	7%[57 µM]	-17%	-2%	2%	25%	?
N=C1/C(=C/c2ccc(Br)o2)C(=O)N=C2SC(CC(=O)N3CCCC3)=NN12
  ?	1%	-12%	10%	?	73%[activator]	22%	-24%	-9%
Cc1ccc(-n2nnnc2SCC(=O)c2c(N)n(CC(C)C)c(=O)n(C)c2=O)cc1
  3%[57.1 µM]	4%	1%	19%	-18%	3%	1%	-2%	4%

Further records:
The line under a structure holds: rTrxR1 inhibitor	GLS inh	Tb PGK inh	HP1b chromo inh	JMJD2A Tudor inh	ERG-DNA inh	Pin1 inh	RGS4 inhibitor	ALOX12 inh
Cc1cc2oc(C(=O)Nc3c(C)n(C)n(-c4ccccc4)c3=O)c(C)c2cc1C
  9%[57.1 µM]	?	7%	16%	3%	3%	10%	12%	?
COCCN(C(=O)Cc1ccc(S(=O)(=O)N2CCOCC2)s1)c1c(N)n(CC(C)C)c(=O)[nH]c1=O
  23%	0%	0%	9%	-11%	/	?	9%	-1%
O=C(C[n+]1cccc(CNC(=O)c2ccc(OC(F)F)cc2)c1)Nc1cccc(C(F)(F)F)c1
  13%[0.0914 µM]	-11%	i	27%	-19%	3%	7%	-26%	?
COc1cc(C(=O)Nc2cc(-c3ccccc3)[nH]n2)cc(OC)c1OC
  4%[57.1 µM]	1%	-6%	26%	-35%	6%	2%	0%	-9%
COc1ccc(-c2c(-c3ccccc3OC)sc3ccccc23)cc1C=O
  -7%[57.1 µM]	3%	-7%	120%[activator]	54%[activator]	15%	-6%	-36%	-3%
Cn1c(=NC(=O)c2ccc(S(=O)(=O)N3CCCc4ccccc43)cc2)sc2cc(S(C)(=O)=O)ccc21
  -14%	5%	-2%	12%	?	8%	4%	5%	24%
CCNC(=S)NNC(=O)c1cccn(Cc2ccc(Cl)cc2Cl)c1=O
  -4%	-22%	-8%	24%	-18%	2%	-4%	-25%	?
COCCCNC(=O)CN1C(=O)COc2ccc(S(=O)(=O)N3CCCC3)cc21
  -3%	-16%	1%	20%	-14%	3%	-3%	5%	-7%
